# Assay outcomes deposited in PubChem BioAssay by National Center for Advancing Translational Sciences (NCATS).
# FUS suppressor: FUS proteinopathy suppression in yeast | S. cerevisiae FUS-expressing, growth rescue, OD600, 24 h | Potency, µM (top dose mostly 76.6 µM), for inactives: at the top dose growth rescue (activation), actives largely listed as activators | hit rate 0.24% among 390,000 | AID 1347120;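 further: potency means the concentration at half of the fitted maximal effect; plate controls were DMSO vehicle for no effect and reference control for full effect; nearly all actives have a fitted effect of over 55% in size; some results filed as inactive show a strong effect at the top dose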
#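 Yeast FUS proteinopathy model; galactose-induced FUS (2%), starting OD 0.005. Cpds in dilution series, 24hr, 30C, 99% humidity. Abs 600 nm growth. Pos ctrl CP55940 (top 92uM final); neg ctrl DMSO.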
# TDP-43 yeast inh: TDP-43 toxicity inhibition in yeast | hit rate 1.8% among 410,000 | TDP-43 expressing yeast growth rescue, BacTiter-Glo, 24 h | Potency, µM (highest dose often 46.1 µM), inactives show at the highest dose growth rescue (activation), hits mostly activators; further: potency means the concentration at half of the fitted maximal effect; % of control where 0% means no effect; nearly all actives have a fitted effect of over 50% in size
#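 Readout is BacTiter-Glo luminescence of cell growth, so inhibitors register as activators. TDP-43-expressing yeast at OD600=0.02 in galactose medium, after raffinose pregrowth to mid-log, were incubated with compound for 24 hr at 30 deg C.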
# Akt phos inh: Akt phosphorylation inhibition | Neuro2A IGF-stimulated pAkt S473 HTRF, 20 min; hits give low values | activity change, % for hits at 50 µM | hit rate 0.32% among 360,000; in the data active means activity change below about -80%; inconclusive means mostly about -51% to -80%; further: on the % scale 0 is the no-effect control and ±100 the full control effect
#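 Single-point screen (50 µM final compound) in Neuro2A cells stimulated 20 min with 6 nM IGF at 37 deg C. After lysis, Ser473-phosphorylated Akt read by HTRF (ex 330 nm, em 615/665 nm) as the 665/615 ratio.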
# GLP-1R inv ag: inverse agonists of human GLP-1 receptor | P43220 | HEK293 GLP-1R CRE-luciferase, luminescence, 24 h; GLP-1R form is constitutively active | Potency, µM (titrated, usually from 38.3 µM), for inactives: top-dose activity change, negative = inhibition, hits mostly inhibitors | hit rate 1.6% among 410,000 | AID 624417; further: potency means the concentration at half of the fitted maximal effect; on the % scale 0 is the no-effect control and ±100 the full control effect; nearly all actives have a fitted effect of over 55% in size
# Target sequence (P43220 whole entry, looked up): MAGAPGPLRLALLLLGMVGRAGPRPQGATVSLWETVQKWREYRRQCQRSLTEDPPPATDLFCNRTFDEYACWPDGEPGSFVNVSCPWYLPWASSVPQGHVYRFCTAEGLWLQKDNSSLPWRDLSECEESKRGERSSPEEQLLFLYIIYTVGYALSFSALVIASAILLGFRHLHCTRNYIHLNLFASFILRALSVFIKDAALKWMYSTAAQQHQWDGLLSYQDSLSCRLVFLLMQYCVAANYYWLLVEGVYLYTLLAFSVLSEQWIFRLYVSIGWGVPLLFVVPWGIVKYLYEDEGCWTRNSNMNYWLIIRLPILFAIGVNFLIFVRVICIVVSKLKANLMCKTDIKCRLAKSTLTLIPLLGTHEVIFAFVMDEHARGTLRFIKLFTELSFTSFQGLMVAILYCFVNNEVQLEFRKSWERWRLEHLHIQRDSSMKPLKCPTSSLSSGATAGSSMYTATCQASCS
#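 Inverse agonism was detected as reduced cAMP-driven luciferase luminescence after 24 h compound treatment. The cells were HEK293 clones expressing constitutively active human GLP-1R with the reporter. Reporter-only and GPR119 cell lines served as counterscreen controls.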
# PTHR1 agonist: activates the human parathyroid hormone receptor PTHR1 | Q03431 | HEK293 GP2 PTHR1 cells, GloSensor cAMP luminescence, 1 h | Potency, µM (doses to about 115 µM), for inactives: at the highest dose activation, hits mostly activators | hit rate 0.075% among 410,000; further: potency means the concentration at half of the fitted maximal effect; nearly all actives have a fitted effect of over 55% in size; some results filed as inactive show a strong effect at the top dose; inactives centre near -15; many of its hits are not listed in these tables
# Target sequence (Q03431 whole entry, looked up): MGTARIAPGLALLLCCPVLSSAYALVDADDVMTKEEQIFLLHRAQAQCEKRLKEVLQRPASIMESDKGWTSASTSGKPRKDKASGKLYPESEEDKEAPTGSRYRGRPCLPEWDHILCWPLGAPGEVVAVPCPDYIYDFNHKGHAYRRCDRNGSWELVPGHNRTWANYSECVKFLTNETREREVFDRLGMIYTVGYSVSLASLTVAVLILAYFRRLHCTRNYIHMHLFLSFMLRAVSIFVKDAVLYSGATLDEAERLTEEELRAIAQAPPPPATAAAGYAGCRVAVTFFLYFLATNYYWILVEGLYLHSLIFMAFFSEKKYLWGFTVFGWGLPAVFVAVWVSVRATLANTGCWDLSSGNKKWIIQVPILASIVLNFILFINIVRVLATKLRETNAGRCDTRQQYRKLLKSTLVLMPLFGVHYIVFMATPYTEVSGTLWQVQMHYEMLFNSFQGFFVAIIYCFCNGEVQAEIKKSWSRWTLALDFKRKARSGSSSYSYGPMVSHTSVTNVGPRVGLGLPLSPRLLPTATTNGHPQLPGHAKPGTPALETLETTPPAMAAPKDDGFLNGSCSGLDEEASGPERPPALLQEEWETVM
#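 HEK-293-derived GP2 cells expressing PTHR1 and a GloSensor cAMP reporter, 3,000/well, plated overnight, given luciferin plus IBMX (each 0.5 mM as added) for 1 h at 37 °C, then compound for 1 h at 37 °C. Luminescence was read after 15 min at room temperature.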
# aSyn yeast inh: inhibitors of alpha-synuclein toxicity in yeast | Yeast expressing alpha-synuclein, growth rescue, BacTiter-Glo, 24 h | Potency, µM (highest dose often 46.1 µM), for the others: at the top dose growth rescue (activation), usual class: activators | hit rate 0.14% among 370,000 | AID 652106; further: potency means the concentration at half of the fitted maximal effect; % of control where 0% means no effect; nearly all actives have a fitted effect of over 65% in size
#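 Rescue of yeast growth: cells expressing toxic alpha-synuclein, induced in galactose at OD600 0.02, incubated with compound 24 h at 30 C. ATP luminescence quantified growth; inhibitors of toxicity appear as activators.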
# Abeta yeast res: compounds reversing amyloid beta toxicity in yeast | yeast expressing A-beta42, growth rescue, OD600, 48 h; response scale: 0% DMSO, 100% iron-clioquinol control | Potency, µM (highest dose often 46.1 µM), for inactives: at the highest dose growth rescue, usual class: activators | hit rate 0.063% among 410,000 | AID 1347071; further: potency means the concentration at half of the fitted maximal effect; nearly all actives have a fitted effect of over 55% in size
#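 Yeast growth medium received pinned compounds, then yeast cells expressing toxic A-beta were added; plates incubated at 30 C for 48 hr. Growth read as absorbance at 600 nm, normalized to DMSO and equimolar FeCl3 plus clioquinol controls.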
# Mm-Cpn inhibitor: inhibitors of Methanococcus maripaludis chaperonin (MmCpn). purified Mm-Cpn ATPase, ADP Transcreener TR-FRET. Potency, µM (series often up to 76.9 µM), without a hit: at the top dose activity, negative = inhibition, usual class: inhibitors. hit rate 0.031% among 330,000. AID 504842; further: potency means the concentration at half of the fitted maximal effect; on the % scale 0 is the no-effect control and ±100 the full control effect; nearly all actives have a fitted effect of over 80% in size
#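 ATP (10 uM final) was added to archaeal chaperonin (25 nM final) after 10 min exposure to test compound at 37°C; after 30 min further incubation, ADP was detected by competitive TR-FRET.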
# GLP1R cytotox: cytotoxic in the GLP-1 receptor inverse agonist counter-screen. HEK293 cAMP-luciferase reporter cells, luminescence, 24 h. Potency, µM (titrated, usually from 38.3 µM), for the others: top-dose activity change, negative = inhibition, actives largely listed as inhibitors. hit rate 0.13% among 410,000. AID 624418;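 further: loss of luciferase light is scored as toxicity; potency means the concentration at half of the fitted maximal effect; on the % scale 0 is the no-effect control and ±100 the full control effect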
#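 Compound-treated cells are incubated 24 hr at 37 deg C under 5% CO2 after a 12 hour attachment period, then luciferase detection reagent is added and luminescence is measured following 12 min at room temperature; lowered signal indicates toxicity.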
# * hit, by the source's call; i = inactive; ? = inconclusive; / = not tested or not shown; [ ] = dose if it differs, or a comment. Unless noted, the call rests on the fitted dose curve; in most records, active means well fitted curve in the direction sought with a large enough effect; inconclusive means small, poorly fitted or top-dose-only effect, or another doubt; inactive means no such curve, though single readings can be large; an effect the other way counts as inactive or inconclusive. Only part of the results is shown; count on the stated rates, not on these rows.
SMILES,FUS suppressor,TDP-43 yeast inh,Akt phos inh,GLP-1R inv ag,PTHR1 agonist,aSyn yeast inh,Abeta yeast res,Mm-Cpn inhibitor,GLP1R cytotox
COc1cc(OC)cc(-c2nc3nc(C)c(CCC(=O)Nc4ccc(Cl)cc4)c(C)n3n2)c1,-8%,0%,/,5%,i,/,-19%,/,8%
CCOC(=O)C1=C(C)NC(C)=C(C(=O)OCC)C1C(=O)OCC(=O)N1CC(C)OC(C)C1 (stereo unspecified),1%,7%,i,12%,-58%[inhibitor],2%,7%,2%,-16%
COc1ccc(CNC(=O)[C@H](Cc2ccccc2)NC(=O)C2CCN(C(=O)[C@H](C)N)CC2)cc1,-6%,23%,i,-15%,-17%,-4%,-7%,-2%,-20%
CCOC(=O)C1(C)C=C(Nc2ccc(NC(C)=O)cc2)C(=O)N1c1ccc(NC(C)=O)cc1 (stereo unspecified),-12%,4%,i,13%,-8%,-3%,7%,1%,13%
C[C@@H]1CN([C@@H](C)CO)C(=O)c2cc(N(C)C)ccc2O[C@@H](C)CCCCO[C@@H]1CN(C)Cc1ccc2c(c1)OCO2,-11%,5%,i,?,-23%,-7%,0%,/,-19%
CCOc1cc(C(=O)NCC2CCCO2)cc(OCC)c1OCC (stereo unspecified),27%,-24%,i,-9%,i,-9%,-7%,2%,-7%
O=C(N=C1c2ccccc2CN1c1ccc(F)cc1)c1ccc(Cl)nc1,/,2%,i,12%,i,10%,-17%,1%,-1%
O=C(NC1CCCCC1)C(c1ccco1)N(C(=O)c1csnn1)c1cccc(Cl)c1 (stereo unspecified),13%,-19%,i,?,i,1%,-4%,-1%,7%
COCC(C)n1c(C)cc(C(=O)CSc2cc(C)c3ccccc3n2)c1C (stereo unspecified),30%,25%,i,?,0%,1%,-19%,-6%,3%
C/C(CCC(C)C)=N\NC(=O)COc1ccccc1-c1ccccc1,22%,0%,i,-26%,i,0%,-11%,3%,-3%
N/C(=N\N=C\c1ccnc2ccccc12)SC1CC(=O)N(c2ccc(Br)cc2)C1=O (stereo unspecified),23%,11%,/,10%,i,0%,-6%,-2%,-21%
COc1ccc(/C=C/c2nc(S(=O)(=O)c3ccccc3)c(N(C)C)o2)cc1OC,-23%,8%,i,23%,i,1%,/,?,-12%

# Part of the list above, bar-delimited:
molecule | FUS suppressor | TDP-43 yeast inh | Akt phos inh | GLP-1R inv ag | PTHR1 agonist | aSyn yeast inh | Abeta yeast res | Mm-Cpn inhibitor | GLP1R cytotox
COc1ccc(/C=C/c2nc(S(=O)(=O)c3ccccc3)c(N(C)C)o2)cc1OC | -23% | 8% | i | 23% | i | 1% | / | ? | -12%
N/C(=N\N=C\c1ccnc2ccccc12)SC1CC(=O)N(c2ccc(Br)cc2)C1=O (stereo unspecified) | 23% | 11% | / | 10% | i | 0% | -6% | -2% | -21%

# (further entries)
SMILES,FUS suppressor,TDP-43 yeast inh,Akt phos inh,GLP-1R inv ag,PTHR1 agonist,aSyn yeast inh,Abeta yeast res,Mm-Cpn inhibitor,GLP1R cytotox
N#CC1=C(SCc2ccccc2)NC(=O)CC1c1ccco1 (stereo unspecified),10%,0%,i,-6%,-36%[inhibitor],-10%,-3%,-1%,-4%
COc1ccc(NC(=O)CSc2nc(-c3ccco3)cc(C(F)(F)F)n2)cc1OC,-9%,28%,/,-24%,-36%,/,-5%,/,-6%
COC(=O)c1ccc(CNC(=O)CCNC(=O)c2ccco2)cc1,-20%,10%,i,21%,-17%,0%,2%,1%,5%
Cc1c(C(=O)N(Cc2ccc(N(C)C)cc2)CC2CCCO2)oc2ccc(Cl)cc12 (stereo unspecified),-3%,-14%,/,21%,-15%,/,-6%,/,8%
Cc1ccc2c(C)c(C(=O)NCCc3ccco3)oc2c1C,17%,20%,i,?,-10%,6%,8%,2%,-15%
C/C(=N/NC(=O)CNC(=O)Cc1ccccc1)c1ccc(Cl)cc1,10%,-14%[1.82 µM],i,26%,i,1%,0%,0%,-3%
O=[N+]([O-])c1ccc(OCCCCN2CCc3ccccc3C2)cc1,-5%,-10%,i,?,-15%,1%,5%,-4%,-14%
COc1ccc(NC(=O)C2CCCN(S(=O)(=O)c3cccnc3)C2)cc1 (stereo unspecified),3%,-16%,i,-25%,-2%[57.5 µM],-2%,-1%,1%,-27%
COc1ccc(-c2nnc(SCC(=O)NC(C)c3ccccc3)o2)cc1OC (stereo unspecified),-2%,6%,i,12%,i,5%,13%,-9%,1%
NC(=O)c1cc([N+](=O)[O-])c(Cl)cc1NCc1ccccn1,-4%,-18%,i,-8%,-51%[inhibitor],0%,-10%,-9%,-18%
C=C(C)c1cccc(C(C)(C)NC(=O)N2CCN(c3ccccn3)CC2)c1,-12%,0%,i,?,-38%[inhibitor],1%,11%,1%,-1%
CCC(C)N(C(=O)CSc1ccc(NC(C)=O)cc1)C1CCS(=O)(=O)C1 (stereo unspecified),11%,0%[0.397 µM],i,33%[activator],i,-3%,1%,1%,0%
CC(=O)Nc1ccc(NS(=O)(=O)c2cn(C)c(=O)n(C)c2=O)cc1,-11%,-7%,i,5%,-11%,-2%,0%,1%,4%
O=C(/C=C/c1ccc([N+](=O)[O-])cc1)Nc1cccnc1,15%,23%,i,16%,-2%,2%,-1%,0%,-12%
Cc1ccc2c(c1)C(=O)CC1(CCCC1)O2,-1%,2%,i,24%,-13%,-3%,-7%,1%,-4%
Cc1ccc(-n2nc3cc(C)c(NC(=O)c4cccnc4)cc3n2)cc1,8%,3%,?,7%,i,2%,-5%,0%,0%
CCOC(=O)C(/C(C)=N/NC(=O)c1ccccc1[N+](=O)[O-])C(C)C (stereo unspecified),20%,-21%,i,-27%,i,-2%,-16%,2%,-24%
COc1ccc(C2C=C(c3ccccc3)Nc3ncnn32)cc1 (stereo unspecified),6%,?,i,-15%,i,1%,-2%,-3%,/
Cc1ccc(NC(=O)CNS(=O)(=O)c2cccs2)cc1F,9%,3%,i,2%,-93%[inhibitor],9%,14%,3%,0%[1.53 µM]
O=C(Nc1ccc(F)c(Cl)c1)[C@@H]1O[C@H](CO)[C@H](O)[C@H](O)[C@H]1O,-29%,12%,i,19%,i,-2%,-5%,/,0%
Cc1ccc(S(=O)(=O)NCCOC(=O)Nc2sc(=S)n(C)c2C)cc1,0%,4%,i,-25%,-4%[57.5 µM],-15%,20%,1%,-18%
Cc1ccc(C2=[N+]([O-])C3(CCCCC/C3=N\NC(N)=O)N(O)C2(C)C)o1 (stereo unspecified),/,8%,i,-8%,i,5%,-8%,1%,22%
COc1ccccc1C1NC(=O)NC(C)=C1C(=O)Nc1cccc(C)c1C (stereo unspecified),-2%,26%,i,18%,i,-2%,2%,-2%,2%
Cc1cc(C(F)(F)F)n(-c2nc(C(=O)NN)cs2)n1,15%,13%,i,24%,i,-4%,-4%,-6%,4%
COc1ccc(N(C(=O)c2ccco2)S(=O)(=O)c2cccs2)cc1,17%,5%,-113%*,-23%,-6%[57.5 µM],14%,-3%,1%,-11%
Cc1ccc(-n2ncc3c2CCCC3NC(=O)c2ccoc2)cc1C (stereo unspecified),/,?,i,?,-42%[inhibitor],3%,-2%,-1%,-1%
O=C1OC(/C=C/c2ccccc2)=NC/1=C\c1cccnc1,22%,-28%,i,-5%,-21%,-12%,-9%,-3%,0%
Cc1ccc(C)c(SCC(=O)OCC(=O)NCc2ccccc2)c1,4%,-4%[0.397 µM],i,1%,i,1%,14%,1%,-6%
COCCNc1ncnc2c1ncn2[C@H]1CN(Cc2ccc(F)cc2)C[C@@H](CO)O1,-8%,0%,i,34%[activator],i,2%,-15%,/,2%
CC1(C(=O)NS(=O)(=O)C2CC2)CCCN(C(=O)c2ccc(F)c(Cl)c2)C1 (stereo unspecified),-9%,13%,i,11%,i,2%,-9%,/,0%
CN(C)C(=O)c1cccc(-c2cnc3c(NC=O)cc(-c4cccc(C(F)(F)F)c4)cn23)c1,28µM*,0%,i,-15%,-33%[inhibitor],-2%,4%,/,-14%
COc1cc(Cl)ccc1OCc1cc(C(=O)N(C)Cc2nnc(C)o2)no1,0%,5%,i,17%,i,4%,-2%,1%,13%
O=[N+]([O-])c1ccc(NCCOc2ccccc2Cl)nc1,-19%,23%,i,?,-44%[inhibitor],2%,38%,1%,-1%
COc1ccccc1NS(=O)(=O)c1ccc2oc(SC)nc2c1,-1%,-3%,i,-13%,-33%[inhibitor],6%,-7%,0%,14%
COCCn1c(SCC(=O)Nc2ccc(NC(=O)c3ccco3)c(OC)c2)nc2ccccc2c1=O,33%,-3%,i,0%,i,-9%,2%,0%,?
O=C(CCNS(=O)(=O)c1cccs1)NC1CCN(Cc2ccccc2)CC1,-22%,-2%,i,2%,i,1%,4%,2%,-2%
O=c1cc(O)n(Cc2ccc(F)cc2)c(=O)[nH]1,4%,-1%,i,18%,-10%,-3%,7%,0%,5%
CCCn1c(=S)[nH]c2cc(C(=O)N3CCN(c4ccc(F)cc4)CC3)ccc2c1=O,-38%,6%,i,-8%,i,-2%,5%,/,5%
COc1ccccc1-c1ccc2c(c1)C(C)(Cc1cc(Cl)ccc1C(F)(F)F)C(=O)N2 (stereo unspecified),?,16%,i,?,-33%[inhibitor],12%,-2%,/,?
C[C@H](CO)N1C[C@H](C)[C@@H](CN(C)Cc2cccc(F)c2)Oc2cc(-c3cccc(C#N)c3)ccc2S1(=O)=O,14%,17%,i,6%,i,4%,0%,/,-24%
